Source: PubChem BioAssay
proCasp3 act: activates human procaspase-3. recombinant procaspase-3 D3A, Ac-DEVD-pNA absorbance 405 nm. activation, % at 8.5 µM. 0.11% of 330,000 active;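 active = activation above the mean of all tested compounds plus 3 SD, cut at about 21% in these data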;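 also: 0% = DMSO alone and 100% = DMSO wells spiked with extra 5 µM PC-3 D3A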
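Evaluation: percent activation relative to control range; Material: Procaspase-3 D3A mutant, all three cleavage aspartates alanine; Compound: single dose, 8.5 µM nominal compound, 0.8% DMSO; Replication: one well per compound; Signal: absorbance at 405 nm, 0 and 120 min; Schedule: 1 h preincubation plus 2 h reaction at 25 °C.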
RPL19A-GFP yeast: yeast TOR pathway RPL19A-GFP modulation. S. cerevisiae RPL19A-GFP strain, flow cytometry, 3 h; active compounds read low. percent response vs DMSO, % at 10 µM. 0.3% of 330,000 active. AID 2025;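 active = percent response vs DMSO below 50%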;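 also: median channel GFP fluorescence of the barcoded RPL19A-GFP strain; ratio of sample median GFP to plate DMSO average so 100% = DMSO; lower means less RPL19A-GFP as with rapamycin TOR inhibition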
AHR act: human AHR activation | AHR-responsive luciferase reporter cells, luminescence | activation, % at 5 µM | P35869 | 2.5% of 320,000 active; in the data active = activation above about 47%;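 also: 0% = vehicle wells and 100% = reference agonist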
Target sequence (P35869 whole entry, looked up): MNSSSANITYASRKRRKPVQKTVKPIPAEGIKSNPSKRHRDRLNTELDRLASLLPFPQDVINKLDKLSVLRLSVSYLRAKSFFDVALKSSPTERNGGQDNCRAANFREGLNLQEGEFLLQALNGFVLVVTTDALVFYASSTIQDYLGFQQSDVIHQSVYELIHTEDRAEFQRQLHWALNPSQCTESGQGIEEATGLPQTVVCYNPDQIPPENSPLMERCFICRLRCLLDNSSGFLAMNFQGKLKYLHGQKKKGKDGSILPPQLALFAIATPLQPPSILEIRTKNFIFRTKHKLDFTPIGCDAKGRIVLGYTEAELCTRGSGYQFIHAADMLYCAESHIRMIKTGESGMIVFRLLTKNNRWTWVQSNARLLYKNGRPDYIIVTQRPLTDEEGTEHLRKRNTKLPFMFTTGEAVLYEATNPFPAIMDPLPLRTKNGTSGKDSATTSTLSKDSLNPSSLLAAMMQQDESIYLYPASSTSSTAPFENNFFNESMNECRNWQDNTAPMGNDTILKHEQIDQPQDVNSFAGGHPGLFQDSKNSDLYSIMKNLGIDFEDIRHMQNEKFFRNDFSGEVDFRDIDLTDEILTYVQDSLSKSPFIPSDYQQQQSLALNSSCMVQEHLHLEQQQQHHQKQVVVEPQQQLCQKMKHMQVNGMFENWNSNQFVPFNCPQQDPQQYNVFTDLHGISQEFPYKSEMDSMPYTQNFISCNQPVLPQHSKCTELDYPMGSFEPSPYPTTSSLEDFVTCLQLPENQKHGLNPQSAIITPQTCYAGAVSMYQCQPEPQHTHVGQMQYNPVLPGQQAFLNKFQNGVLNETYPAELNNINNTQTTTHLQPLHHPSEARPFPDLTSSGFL
Yeast superoxide: caloric restriction mimetics inhibiting age-related superoxide in yeast. superoxide response (% of plate mean), % at 10 µM. 0.18% of 330,000 active. S. cerevisiae aged cells, superoxide DHE fluorescence; active compounds read low;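 active = superoxide response under a set limit, about three screen SD below normal, cut at about 65% in these data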;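 also: yeast aged for seven days with compound at 30 °C before DHE staining; 100% = average MFI of all compound-treated wells on the plate with controls excluded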
MEP2 TOR yeast: alters MEP2-GFP fluorescence in TOR pathway yeast screen; GFP response vs DMSO, % at 10 µM; S. cerevisiae MEP2-GFP strain, flow cytometry GFP, 3 h; 100% = DMSO control level; AID 2016; 0.51% of 330,000 active;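 active = GFP response versus DMSO above a set limit, roughly screen mean plus 3 SD, cut at about 180% in these data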;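 also: median GFP fluorescence of the barcode-gated MEP2-GFP cells per well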
JMJD2C inh: blocks human GASC-1 demethylase activity; Q9H3R0; GST-JMJD2C(1-420) H3K9me3 demethylation, DELFIA europium; inhibition, % at 2.35 µM; 0.069% of 330,000 active; AID 2099;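 active = more than half of a compound's replicate wells show inhibition beyond 50%, single wells judged on their own value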;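 also: signal counts dimethyl H3K9 product captured on neutravidin plate; 0% = median of DMSO wells and 100% = 0.3 times that DMSO median; strong numbers were not always called active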
LAP4-GFP MLPCN: alters LAP4-GFP fluorescence in TOR pathway yeast screen; S. cerevisiae LAP4-GFP multiplex, flow cytometry GFP, 3 h; median GFP as percent of DMSO wells; GFP response vs DMSO, % at 10 µM; 0.34% of 320,000 active;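 active = GFP response vs DMSO above a set limit, about the screen mean plus 3 SD, cut at about 150% in these data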
procasp7 counter: counter-screen: procaspase-7 (human) activation | P55210 | recombinant procaspase-7, Ac-DEVD-pNA absorbance 405 nm; D23A/D198A/D206A triple mutant, cannot self-cleave; scale: DMSO 0, 5 µM enzyme 100 | activation, % at 8.5 µM | 0.093% of 330,000 active | AID 463210;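 active = percent activation above the screen-wide mean plus 3 SD, cut at about 25% in these data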
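Assay system: Uncleavable procaspase-7 mutant enzyme | Input: 2 µM procaspase-7 mutant as dispensed | Timing: 1 h compound preincubation, 2 h substrate cleavage, 25 °C | Repeats: One well per compound | Control set: DMSO wells as 0%, DMSO with 5 µM added PC-7 as 100% | Technique: Epi-absorbance of released pNA at 405 nm, two timepoints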
An asterisk follows results filed as active; / = no result given; [ ] = another dose, or the depositor's remark.

Molecule | proCasp3 act | RPL19A-GFP yeast | AHR act | Yeast superoxide | MEP2 TOR yeast | JMJD2C inh | LAP4-GFP MLPCN | procasp7 counter
N/C(=N\OC(=O)c1cc(-c2ccccc2)nc2ccccc12)c1ccncc1 | 1 | 98 | 0 | 106 | 98 | -9 | 120 | 7
COc1cc(OC)cc(C(=O)NCC(=O)OCC(=O)Nc2ccc3c(c2)OCO3)c1 | -8 | 100 | 1 | 104 | 95 | -8 | 100 | 11
CC(C)(C)C(=O)/C=c1\[nH]c(=O)/c(=C\c2ccccc2F)s1 | -9 | 91[may fluoresce violet] | 53* | 111 | 215*[may fluoresce violet] | -3 | 84[may fluoresce violet] | -10
CC(OC(=O)CCN=C1NS(=O)(=O)c2ccccc21)C(=O)NC1CCCCC1C (stereo not drawn) | 14 | 97 | -2 | 99 | 98 | 4 | 107 | -3
CCC(O)(CC)C(=O)N=Nc1c(O)[nH]c2ccccc12 | 7 | 108 | 7 | 101 | 99 | -1 | 92 | 7
CCOC(=O)Cc1nn(Cc2ccccc2)c(=O)c2ccccc12 | 4 | 90 | 0 | 93 | 80 | -4 | 88 | 5
O=C(CN1C(=O)C2C3C=CC(C3)C2C1=O)N1CCc2ccccc2C1 (stereo not drawn) | 6 | 97 | 1 | 82 | 98 | -2 | 99 | 7
CC(C)NS(=O)(=O)c1ccc(OCC(=O)NC2CCCCCC2)cc1 | 7 | 102 | 1 | 90 | 100 | 4 | 97 | -2
O=C(Nc1cccc(O)c1)c1ccccc1[N+](=O)[O-] | 5 | 112 | 1 | 122 | 107 | 4 | 101 | -6
COc1ccc(OC)c(/C=N\NC(=O)c2cc3c(ccc4ccccc43)o2)c1 | -6 | 88 | 20 | 94 | 106 | -5 | 99 | -3
CC(=O)NCCNC(=O)c1ccc(Sc2ccccc2)c([N+](=O)[O-])c1 | 5 | 94 | -1 | 104 | 101 | 6 | 120 | 5
CC(C)CCNC(=O)C(CC(C)C)N(Cc1ccc2c(c1)OCO2)C(=O)c1snc(C(N)=O)c1N (stereo not drawn) | 0 | 94 | 10 | 103 | 92 | -5 | 97 | -2
O=C(CCCCO)c1ccc(O)c(Cl)c1 | 5 | 108 | -2 | 97 | 95 | 7 | 113 | -10
Cn1c(-c2csc(-c3ccccc3)n2)n[nH]c1=S | -21 | 100 | -4 | 82 | 120 | 3 | 130 | -27
O=[N+]([O-])/C=C/c1cn(Cc2ccc(F)cc2)c2ccccc12 | -12 | / | -3 | 110 | 96 | -2 | 144 | -28
CS(=O)(=O)c1ccc2nc(NC(=O)CN3CCN(Cc4ccccc4)CC3)sc2c1 | 2 | 104 | 8 | 119 | 103 | -9 | 102 | -8
O=C(NC1CC1)C1=C[C@@H](C2CC2)C[C@@H](OCCCCO)O1 | 2 | 99 | 2 | 89 | 97 | 2 | 125 | 12
O=C(OCc1nc2ccccc2s1)c1cccc(N2C(=O)CCC2=O)c1 | -7 | 97 | 4 | 100 | 101 | -6 | 95 | 8
CCn1c(=O)c(CCC(=O)NCC2CCCO2)c(C)c2c(C)nn(-c3ccc(C)cc3)c21 (stereo not drawn) | -5 | 102 | 4 | 109 | 101 | -17 | 103 | -12
COc1ccc(-c2nc(CN3CCC(C(=O)NC4CCN(Cc5ccccc5)CC4)CC3)c(C)o2)cc1OC | 2 | 94 | -1 | 120 | 98 | -14 | 90 | -6
COc1ccc(S(=O)(=O)NCCC(=O)NC2CCCCCCC2)cc1 | 3 | 100 | 0 | 92 | 109 | 6 | 104 | 1
NC(=O)N/N=C/CCc1ccccc1 | 1 | 106 | 0 | 82 | 104 | -3 | 110 | 6
Cc1cc(C(=O)NNc2c(Cl)cccc2Cl)n(C(C)(C)C)n1 | 8 | 104 | 0 | 98 | 99 | -12 | 106 | 4
O=C(Nc1cccc(F)c1)c1ccc2ncsc2c1 | 4 | 104 | 19 | 84 | 116 | 0 | 129 | 1
CC(CN1CCOCC1)OC(=O)/C=C/c1ccccc1 (stereo not drawn) | 6 | 94 | 0 | 95 | 103 | 16 | 105 | -3
CC1(c2cccc(Br)c2)NC(=O)N(CC(=O)N2CCN(C(=O)c3ccco3)CC2)C1=O (stereo not drawn) | -1 | 97 | 1 | 77 | 100 | / | 99 | 0
CC(=O)Nc1ccc(Nc2cc(C)nc(Nc3ccc(NC(C)=O)cc3)n2)cc1 | 3 | 92 | 2 | 104 | 92 | 5 | 95 | -1
CCn1c2ccccc2c2nnc(SCC(=O)Nc3ccc4c(c3)OCO4)nc21 | 10 | 93 | 9 | 104 | 94 | 28 | 95 | 1
COc1ccccc1CCNS(=O)(=O)c1cc2c3c(c1)C(C)C(=O)N3CCC2 (stereo not drawn) | -5 | 101 | 4 | 109 | 104 | -2 | 98 | -1
CC(C)(C)NC(=O)C(=O)N/N=C/c1ccc(F)cc1 | 8 | 102 | 6 | 80 | 106 | -5 | 101 | -8

Full records from above. Values in the order: proCasp3 act | RPL19A-GFP yeast | AHR act | Yeast superoxide | MEP2 TOR yeast | JMJD2C inh | LAP4-GFP MLPCN | procasp7 counter
O=C(Nc1cccc(F)c1)c1ccc2ncsc2c1 is listed with 4 | 104 | 19 | 84 | 116 | 0 | 129 | 1
COc1ccc(S(=O)(=O)NCCC(=O)NC2CCCCCCC2)cc1 is listed with 3 | 100 | 0 | 92 | 109 | 6 | 104 | 1
CC(C)(C)NC(=O)C(=O)N/N=C/c1ccc(F)cc1 is listed with 8 | 102 | 6 | 80 | 106 | -5 | 101 | -8
Cc1cc(C(=O)NNc2c(Cl)cccc2Cl)n(C(C)(C)C)n1 is listed with 8 | 104 | 0 | 98 | 99 | -12 | 106 | 4

Next entries:
Molecule | proCasp3 act | RPL19A-GFP yeast | AHR act | Yeast superoxide | MEP2 TOR yeast | JMJD2C inh | LAP4-GFP MLPCN | procasp7 counter
COc1cccc(Cn2cc(C(=O)NCCN(C)C)nn2)c1 | 8 | 103 | 0 | 89 | 104 | 9 | 95 | 7
O=C(N=Nc1c(O)n(C2OC(=O)c3ccccc32)c2ccccc12)c1ccco1 (stereo not drawn) | 5 | 100 | 2 | 108 | 97 | -6 | 105 | -11
CCOc1ccc(NC(=O)COC(=O)CNC(=O)c2ccc(-c3ccccc3)cc2)cc1 | 0 | 91[may fluoresce violet] | 3 | 120 | 91[may fluoresce violet] | -3 | 94[may fluoresce violet] | -12
O=C(CCC1CCCN(C(=O)c2cccs2)C1)N1CCN(c2ccccn2)CC1 (stereo not drawn) | 9 | 94 | 1 | 100 | 103 | -2 | 129 | 9
O=C1CCCN1CCCNC(=S)Nc1cccc2ccccc12 | 0 | 98 | 3 | 105 | 91 | -3 | 95 | 6
Cn1nnnc1SCC(=O)NCc1cccs1 | 0 | 100 | 1 | 87 | 108 | 7 | 92 | 2
COC(=O)/C=C1/S/C(=N/NC(=O)c2ccccc2)NC1=O | -4 | 101 | 3 | 104 | 103 | 2 | 111 | 0
CC(Oc1ccc(F)cc1)C(=O)N(CCC1=CCCCC1)c1c(N)n(Cc2ccccc2)c(=O)[nH]c1=O (stereo not drawn) | 0 | 101 | -1 | 131 | 100 | -5 | 103 | 2
Oc1ccc(-c2n[nH]c(=S)n2Cc2ccco2)cc1 | -12 | 105 | -1 | 106 | 109 | 29 | 109 | -16
c1ccc(Nc2nc(N3CCCC3)nc(N3CCOCC3)n2)cc1 | -4 | 107 | 1 | 109 | 96 | -5 | 107 | 0
CC1C/C(=N/O)C(C)CN1 (stereo not drawn) | -5 | 103 | -2 | 103 | 108 | -2 | 98 | 1
O=C(CSc1nnc(Cn2c(=O)sc3ccccc32)n1-c1ccccc1)N1CCCC1 | 4 | 101 | -3 | 102 | 105 | 4 | 103 | 0
CC(C)n1ncc2c(C(=O)Nc3cccc(S(=O)(=O)N(C)C)c3)cc(C3CC3)nc21 | 6 | 94 | 2 | 109 | 96 | / | 98 | 5
CCN1C(=O)[C@H]2[C@H]3[C@H](O)[C@H](O)C/C(=N\O[C@H](C)c4cn([C@H](CO)Cc5ccccc5)nn4)[C@@H]3CC[C@H]2C1=O | 5 | 98 | 0 | 95 | 99 | 1 | 128 | -7
Cc1cnc(C(=O)OC(C(=O)Nc2cc(C(F)(F)F)ccc2Cl)c2ccccc2)cn1 (stereo not drawn) | -5 | 100 | 3 | 96 | 104 | 0 | 93 | -3
O=C(C1CCCC1)N1CCN(S(=O)(=O)c2ccc(F)cc2)CC1 | -4 | 104 | 1 | 104 | 109 | -19 | 93 | -2
CCOC(=O)c1c(C)[nH]c(C(=O)C(C)OC(=O)c2cnc(C)cn2)c1C (stereo not drawn) | 10 | 102 | 6 | 92 | 98 | / | 103 | 5
CCN(CC)S(=O)(=O)c1cccc(-c2nnc(SCC(N)=O)n2N)c1 | 10 | 108 | -1 | 103 | 104 | 10 | 96 | 6
C/C(=N\OCC(=O)OCC(=O)Nc1cc(S(C)(=O)=O)ccc1Cl)c1ccc2c(c1)OCO2 | 4 | 95 | 0 | 84 | 102 | 2 | 110 | 1
COc1ccc(CN2CC(C(=O)NCc3ccc4c(c3)OCO4)CC2=O)cc1 (stereo not drawn) | 3 | 98 | -2 | 92 | 103 | -3 | 97 | 1
CN1CCN(NC(=O)C23CC4CC(CC(C4)C2)C3)CC1 | 7 | 103 | 0 | 104 | 104 | 12 | 94 | 7
O=C(NCCNS(=O)(=O)c1ccccc1)c1ccc([N+](=O)[O-])cc1 | 14 | 98 | 0 | 105 | 96 | 11 | 80 | 5
Cn1cccc1-c1cc(C(=O)N/N=C/c2ccc(F)cc2)[nH]n1 | 15 | 103 | 17 | 121 | 104 | 4 | 98 | 2
Cc1ccc(CNC(=O)c2cc3c(=O)n4ccccc4nc3n(Cc3ccco3)c2=N)cc1 | -9 | 91 | 2 | 107 | 85 | 0 | 90 | -4
COc1ccc(S(=O)(=O)N2CN3CCN(C3)C2)cc1OC | 6 | 102 | 4 | 100 | 104 | -7 | 91 | -3
CN(C(=O)CSc1nncc2ccccc12)C1CCCCC1 | -4 | 99 | 8 | 102 | 103 | -15 | 98 | 3
COc1ccc(CN2CCCC(N3CCc4ccccc4C3)C2)c(O)c1 (stereo not drawn) | -1 | 101 | 22 | 91 | 104 | -24 | 88 | -12
CC(C)C(=O)Nc1nnc(SCC(=O)NC2CCCC2)s1 | 6 | 102 | 0 | 100 | 102 | -11 | 103 | 3
CCO[C@@H]1OC(C(=O)O)=C[C@H](C)[C@H]1CCCO | -6 | 101 | 1 | 106 | 104 | 12 | 97 | -1
COC(=O)C1=C(C)N(Cc2ccccc2)C(=O)N[C@H]1c1ccc(Br)cc1 | 1 | 97 | 0 | 93 | 90 | 2 | 121 | 11
Cc1nnsc1C(=O)NNS(=O)(=O)c1cc(C(F)(F)F)cc(C(F)(F)F)c1 | -7 | 100 | 3 | 59* | 95 | 25 | 104 | 0
CCCn1c(CC)nc([N+](=O)[O-])c1Sc1ccc(C)cc1 | 9 | 106 | 3 | 102 | 101 | -3 | 101 | -3
